Screening results from PubChem BioAssay.
NALP1 inh = NALP1 inflammasome inhibitors in reconstituted yeast, colorimetric, S. cerevisiae, triplicate retest; S. cerevisiae NALP1/ASC/caspase-1 growth, X-gal OD620, 72 h; inhibition, % at 10 µM; actives 0.61% (n = 280,000); in the data active = inhibition mostly above about 24%, no sharp cut-off; inactive = mostly below about 32%; note: some compounds called inactive have numbers as strong as hits
IDE inh = human IDE inhibitors in live cells, primary screen, fluorescence polarization, HEK cells, FAbetaB substrate. inhibition, % at 5.59 µM. Insulin-degrading enzyme (Homo sapiens), P14735. actives 0.41% (n = 320,000). FAbetaB cleavage. AID 434962, 2010;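 active = percent inhibition above the average of all tested compounds plus 3 SD, set per screening campaign, cut at about 16% in these data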;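 note: IDE supplied by intact live HEK cells; FP after avidin binding of uncleaved biotin substrate so inhibition keeps polarization high; 0% = DMSO wells and 100% = 60 µM reference IDE inhibitor Ii1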
pCIP destab = p/CIP-EGFP fusion destabilizers, primary screen, fluorescence, F442A cells; Q05BA5; 16 h; decrease of EGFP signal, % at 10 µM; actives 0.01% (n = 290,000);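 active = EGFP signal decrease of at least 30% at 10 µM or well 3 SD below plate mean, unless failing retest; inactive = the rest, including hits failing retest or dose response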; note: some compounds called inactive have numbers as strong as hits; many of its hits are not listed in these tables
PHOSPHO1 inh = PubChem AID 1565; actives 1.1% (n = 290,000); inhibition, % at 13.3 µM; Phosphoethanolamine/phosphocholine phosphatase (Homo sapiens), Q8TCT1; recombinant PHOSPHO1, absorbance phosphatase assay; in the data active = inhibition above about 60%
Target sequence (Q8TCT1 whole entry, looked up): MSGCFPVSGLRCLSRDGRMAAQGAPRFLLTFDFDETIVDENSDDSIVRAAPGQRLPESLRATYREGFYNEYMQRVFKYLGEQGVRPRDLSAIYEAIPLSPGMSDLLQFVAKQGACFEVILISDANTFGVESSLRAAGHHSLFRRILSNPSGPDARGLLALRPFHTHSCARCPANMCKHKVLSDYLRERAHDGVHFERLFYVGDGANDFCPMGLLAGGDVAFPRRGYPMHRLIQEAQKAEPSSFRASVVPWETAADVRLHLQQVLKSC
VIM-2 inh = VIM-2 metallo-beta-lactamase inhibitors, primary screen, biochemical, epi-absorbance readout, Pseudomonas aeruginosa enzyme; purified VIM-2, nitrocefin hydrolysis, epi-absorbance fluorescence; inhibition, % at 5.6 µM; actives 0.89% (n = 290,000); AID 1527, 2009;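 active = inhibition above the mean of all tested compounds plus 3 SD, cutoff set per screening run, cut at about 7.5% in these data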;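 note: red hydrolysis product quenches plate fluorescence so inhibitors raise well fluorescence; 0% = enzyme with DMSO and 100% = DMSO without enzyme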
IMP-1 inhibitor = IMP-1 metallo-beta-lactamase inhibitors, primary screen, biochemical, epi-absorbance readout, Pseudomonas aeruginosa enzyme | purified IMP-1, nitrocefin hydrolysis, epi-absorbance fluorescence | inhibition, % at 5.6 µM | actives 0.45% (n = 290,000);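 active = inhibition above the mean plus 3 SD of all compounds in the same screening run, cut at about 4.5% in these data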;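 note: 0% = IMP-1 with DMSO and 100% = DMSO wells lacking enzyme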
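System: Purified recombinant IMP-1 metallo-beta-lactamase enzyme | Measured by: Fluorescence quenching readout, ex 480/em 530 nm | Replication: Singlicate | Incubation: 15 min preincubation plus 25 min reaction at 25 °C | Evaluation: Percent inhibition from optical density relative to buffer-blank wells | Benchmarks: DMSO with and without IMP-1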
IDE cell activ = human IDE activators in live cells, primary screen, fluorescence polarization, HEK cells, FAbeta-B substrate; Insulin-degrading enzyme (Homo sapiens), P14735; FAbeta-B cleavage; 0% vehicle, 100% cell-free pure enzyme wells; activation, % at 5.96 µM; actives 0.073% (n = 340,000); AID 493087, 2011;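 active = activation above the mean of all tested compounds plus 3 SD, set per screening campaign, cut at about 17% in these data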
PfM18AAP inh = PfM18AAP inhibitors, malaria aminopeptidase, primary screen, biochemical, QFRET, recombinant enzyme | M18 aspartyl aminopeptidase (Plasmodium falciparum 3D7) | H-Glu-NHMec fluorogenic cleavage | inhibition, % at 7.35 µM | actives 1.2% (n = 290,000) | AID 1822, 2009;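 active = inhibition above the campaign mean inhibition over all tested compounds plus 3 SD, cut at about 28% in these data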;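 note: 0% = plate median of test compound wells and 100% = 2 mM ZnCl2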
GPR7 antag = GPR7 receptor antagonists, primary screen, cell-based, fluorescence, single concentration; Neuropeptides B/W receptor type 1 (Homo sapiens), P48145; GPR7-expressing cells, fluorescence antagonist assay; inhibition, % at 4.4 µM; actives 1.1% (n = 290,000); AID 1861, 2009; in the data active = inhibition above about 16%, passing the limit was not always enough;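 note: cells stimulated with the agonist NPW; 0% = agonist with vehicle and 100% = vehicle without agonist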
Target sequence (P48145 whole entry, looked up): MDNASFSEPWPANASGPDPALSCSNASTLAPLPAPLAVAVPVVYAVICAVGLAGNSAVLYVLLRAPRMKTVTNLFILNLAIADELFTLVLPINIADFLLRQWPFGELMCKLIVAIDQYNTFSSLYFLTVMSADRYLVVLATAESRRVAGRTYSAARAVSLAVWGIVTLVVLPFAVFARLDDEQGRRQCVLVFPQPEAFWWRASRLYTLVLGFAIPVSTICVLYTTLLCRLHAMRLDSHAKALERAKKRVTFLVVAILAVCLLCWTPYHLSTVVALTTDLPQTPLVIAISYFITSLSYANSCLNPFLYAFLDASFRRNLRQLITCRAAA
* = called active by the depositor; . = no result given. The order is random; overall some 5.3% were active at least once.

Sequence of screens: NALP1 inh, IDE inh, pCIP destab, PHOSPHO1 inh, VIM-2 inh, IMP-1 inhibitor, IDE cell activ, PfM18AAP inh, GPR7 antag
- COC(=O)Cc1cc(=O)[nH]c(/N=C(\N)Nc2ccc(C)cc2)n1
 : -27, -2, -4, -1, -2.3, -4.0, 1, 4, -4
- COc1ccc(C(=O)Nc2ccc(N3CCN(C(=O)c4ccccc4C)CC3)cc2)cc1
 : 10, 3, 1, 12, 0.8, -0.7, 0, -3, 5
- O=C(NNc1ccccn1)C(c1ccccc1)c1ccccc1
 : 8, -2, -3, 11, -3.0, -4.3, 6, 15, -15
- CCc1ccc(C(=O)COC(=O)CNC(=O)CNS(=O)(=O)c2ccccc2)cc1
 : 12, 0, -2, -10, -2.5, -2.7, 3, -1, -16
- COC(=O)C1(NC(=O)NC2CCCCC2)CCCCC1
 : 16, 3, 10, -4, -1.0, -0.2, 2, -7, -7
- CNC(=O)C1CC(=O)N(Cc2ccccc2)C(=Nc2ccc(OC)cc2)S1 (stereo unspecified)
 : -16, 5, -2, 8, -1.1, 0.6, 3, -6, -4
- NC(=O)CSc1nc(C2CC2)nc2sc3c(c12)CCCC3
 : 9, -1, -21, 49, -2.2, -2.0, 1, 1, -3
- CC(=O)N1CCc2ccc(S(=O)(=O)N3CCN(C)CC3)cc21
 : 17, -1, 8, -15, -3.4, -2.9, 1, 1, -8
- N#CCSc1nnc(-c2cccnc2)n1-c1ccccc1
 : 24, 15, 3, 20, -0.8, -2.0, -19, -8, -1
- Cc1cc(C)nc(OC(C(=O)O)C(OCCc2ccccc2)(c2ccccc2)c2ccccc2)n1 (stereo unspecified)
 : ., 2, -4, ., -0.8, -3.7, 1, 12, -9
- CCN(CC(=O)Nc1ccc2c(c1)OCCO2)C(=O)/C=C/c1ccccc1
 : 4, -2, -2, -5, 1.7, 0.5, 6, 5, 9
- CC(=O)N1CCN(S(=O)(=O)c2cccc(C(=O)Nc3ccccc3N3CCOCC3)c2)CC1
 : 16, 5, 4, 20, 0.9, -0.2, -1, -6, -8
- Cc1ccc2c(Cl)cc(Cl)c(OCC(=O)NC3CCS(=O)(=O)C3)c2n1 (stereo unspecified)
 : 1, 4, 7, 28, 6.1, -2.1, 12, 2, -5
- Cc1ccc(C)n1NC(=O)c1ccc(Cl)cc1Cl
 : -5, 9, -3, 19, -0.2, -2.7, 2, 7, 6
- CC(=O)c1ccc(NC(=O)c2cc(S(=O)(=O)N3CCOCC3)ccc2C)cc1
 : 10, -1, -2, 14, -1.7, 2.4, 3, -3, -14
- Cc1cc(C)c(C#N)c(N2CCSCC2)n1
 : 9, -1, -5, 9, -1.1, -2.3, 7, -2, -7
- COCCN1C(=O)C(=O)/C(=C(/O)c2ccc(S(=O)(=O)N3CCOCC3)cc2)C1c1ccc(C(C)C)cc1 (stereo unspecified)
 : 6, ., -5, 25, -0.9, -1.5, ., -3, -15
- Cc1ccc(C)c(C(=O)CCC(=O)NCc2ccc(Cl)cc2)c1
 : -15, 2, -11, -29, -2.1, -2.8, 3, -7, -18
- COCCNC(=O)/C(C#N)=C\c1ccc(CNS(=O)(=O)c2ccccc2)o1
 : 26, -2, -19, -3, -1.7, -3.3, 5, 5, -3
- COc1ccc(CCN2C(=O)c3[nH]nc(-c4ccccc4O)c3C2c2cccc(O)c2)cc1OC (stereo unspecified)
 : -13, -1, -18, -28, -6.8, -2.9, 2, 9, -8
- CN(C)/C=C1\SC(=S)N(N2C(=O)C3C4C=CC(C4)C3C2=O)C1=O (stereo unspecified)
 : 8, 3, -18, 32, 12*, -3.0, 5, -15, -12
- C=CCNCCOCCOc1ccc(C)cc1Br
 : 44, -1, -4, 7, 1.1, -4.5, 1, 4, 0
- O=S(=O)(c1cccc(F)c1)N1CCc2sccc2C1c1ccc(OC(F)(F)F)cc1 (stereo unspecified)
 : -17, 6, 8, 3, -1.1, -1.6, ., -2, 0
- Cc1ccc(Nc2nc(C(=O)NCCCN3CCOCC3)cs2)cc1
 : 13, -7, -12, 10, -1.2, -4.3, 6, -4, -11
- COC(=O)Cn1cnc2sc3c(c2c1=O)CCCC3
 : 13, 2, -8, 24, 1.0, -2.8, -2, -5, 0
- CCO/C(=C/c1sc2ccc(OC)cc2[n+]1CCCS(=O)(=O)[O-])CC
 : 6, 16, -2, 32, -4.2, -3.3, -5, 3, -2
- O=C(N/N=C/c1[nH]c2ccccc2c1Cl)c1cccc(Br)c1
 : -3, 1, -23, 12, -4.0, -3.2, ., -1, -7
- Cc1occc1C(=O)Nc1ccc2ccccc2c1
 : 30, 3, 12, -28, -2.3, -3.7, -4, 7, -1
- CCN(CC(=O)NCc1ccc(F)cc1)C(=O)/C=C/c1ccc(S(=O)(=O)N(CC)CC)cc1
 : 9, 1, 3, 32, -0.9, -1.4, 1, -1, -4
- O=C(N/N=C/C=C/c1ccc([N+](=O)[O-])cc1)c1cccs1
 : 17, -8, -4, 6, -2.6, -1.9, -1, 0, -2
- CCCN(c1ccccc1F)S(=O)(=O)c1cc(-c2cc(C)no2)ccc1OC
 : 15, 4, -20, 17, -3.2, -1.6, 4, -8, -3
- COc1cccc(N2CCN(C(=O)c3cccn4c(=O)c5c(C)c(C)sc5nc34)CC2)c1
 : -6, 9, -14, -20, -3.0, -2.4, -4, 6, -2
- CCCOC(=O)c1sc2nc3c(cc2c1N)C(=O)CCC3
 : 9, -4, -12, -23, -0.5, -0.3, 3, 3, 6
- COc1cc(Cl)c(C)cc1NC(=O)CNC(C)c1ccccc1OC (stereo unspecified)
 : -9, 4, -28, 13, -2.4, -1.2, 4, 0, 14
- CC(C)c1cc(CN2CCOCC2)cc(C(C)C)c1O
 : 4, 0, -15, 22, -2.6, -5.7, 3, -4, -2
- C[C@H]1CC[C@]2(O[C@H](CCO)C[C@@H](O)[C@@H]2O)O1
 : ., 2, 3, 11, ., ., 5, ., .
- CC(=C/c1ccccc1)/C=N/NC(=O)CSc1nc(C)cc(C)n1
 : 24, 0, -10, 6, -2.7, -4.0, 3, -1, 4
- Cc1ccccc1N/C(=N/S(=O)(=O)c1cc(F)ccc1F)c1ccccc1
 : 4, 10, -3, 3, -1.8, -4.1, 5, -3, -12
- O=C(N/N=C\c1ccccn1)C1COc2cc3ccccc3cc2O1 (stereo unspecified)
 : -21, 2, -4, 13, 0.6, -1.0, 10, 1, 3
- OCCOCCn1c2ccccc2c2ccccc21
 : 13, 2, -11, -8, -0.2, 4.3, 4, 2, -12
- COc1cccc(C(=O)Nc2cccc(OC(C)=O)c2)c1
 : -4, -2, 3, -8, -2.3, -2.1, 3, 0, 0
- COc1ccc(NC(=O)C2=C(C)NC(=O)NC2c2cccs2)c(OC)c1 (stereo unspecified)
 : 1, -5, -12, 30, -4.4, -0.6, 0, 4, -8
- Cc1[nH]c(=O)[nH]c(=O)c1S(=O)(=O)Nc1ccc(Oc2ccccc2)cc1
 : 24, -1, -4, 27, -0.7, -2.7, 8, -2, -20
- Cc1ccccc1N(CC(=O)NCc1ccc2c(c1)OCO2)C(=O)C1CSC(=O)C1 (stereo unspecified)
 : -1, 7, -12, 26, -1.5, -3.3, 2, -8, -2
- CC(=O)c1ccc(NC(=O)Nc2ccc(NS(=O)(=O)c3ccc(C)cc3)cc2)cc1
 : -1, 0, 10, -5, -3.6, -2.4, 0, -19, 11

Looked up above.
`Cc1occc1C(=O)Nc1ccc2ccccc2c1` in IDE cell activ: -4
`CCc1ccc(C(=O)COC(=O)CNC(=O)CNS(=O)(=O)c2ccccc2)cc1` in VIM-2 inh: -2.5

Remaining list, next part.
Sequence of screens: NALP1 inh, IDE inh, pCIP destab, PHOSPHO1 inh, VIM-2 inh, IMP-1 inhibitor, IDE cell activ, PfM18AAP inh, GPR7 antag
- CSc1ccc(/C=N/NC(=O)c2cc(O)cc(O)c2)cc1
 : 20, 4, 9, 4, -3.0, -2.7, 2, 1, -5
- Cc1nc2cc(C(F)(F)F)ccc2n1C1CCN(CC(=O)N2CCOCC2)CC1
 : -10, 5, -2, -14, -4.8, -1.3, 5, -2, -13
- CC(C)(CN1CCCC1)NS(=O)(=O)c1ccccc1
 : 4, 2, 2, -2, 0.0, -2.0, 6, -3, 7
- COc1ccc(CN(C(=O)c2oc3cc(C)c(C)cc3c2C)C2CCS(=O)(=O)C2)cc1OC (stereo unspecified)
 : 12, 0, 1, 27, -3.5, -1.4, 4, 3, -8
- Brc1ccc(-c2nnc3ccc(N4CCN(c5ccccc5)CC4)nn23)cc1
 : 30*, 1, -10, 21, -1.1, -3.4, -2, 4, -11
- Cc1nc2cc(NS(=O)(=O)c3ccccc3)ccc2n1C
 : 12, 1, -12, 28, -2.2, -3.8, 0, -8, -3
- CCCCCCCCNC(=O)/C(C#N)=C/c1ccc2c(c1)OCCO2
 : 31, 1, -15, -25, -2.3, -0.3, 5, -1, 6
- CCCCCCCCNc1nc(Cl)nc(NCCN2CCOCC2)n1
 : 5, -3, 8, 26, -1.6, -1.2, -3, -12, -9
- COc1cc(CN2CCN(Cc3cccc(OC)c3OC)CC2)cc(OC)c1
 : 11, 6, -7, 24, -2.5, -1.4, 6, 2, -8
- O=C(CCl)N1c2ccccc2SCC1c1ccccc1 (stereo unspecified)
 : 14, -3, -5, 23, 1.3, 1.5, -2, -9, -12
- Cn1c(/C=N/O)nc2ccccc21
 : -15, -4, -3, -17, -0.4, -0.1, 0, -1, -6
- Cc1ccc2nc(Cl)c(/C=N/n3c(C)nnc3C)cc2c1
 : -4, 6, -4, 4, 5.8, -0.4, 8, 6, 0

Profiles, quoted from the list. Screens in order: NALP1 inh	IDE inh	pCIP destab	PHOSPHO1 inh	VIM-2 inh	IMP-1 inhibitor	IDE cell activ	PfM18AAP inh	GPR7 antag
Record of Cn1c(/C=N/O)nc2ccccc21 : -15	-4	-3	-17	-0.4	-0.1	0	-1	-6
Record of CCCCCCCCNC(=O)/C(C#N)=C/c1ccc2c(c1)OCCO2 : 31	1	-15	-25	-2.3	-0.3	5	-1	6
Record of Brc1ccc(-c2nnc3ccc(N4CCN(c5ccccc5)CC4)nn23)cc1 : 30*	1	-10	21	-1.1	-3.4	-2	4	-11
Record of Cc1ccc2nc(Cl)c(/C=N/n3c(C)nnc3C)cc2c1 : -4	6	-4	4	5.8	-0.4	8	6	0
Record of Cc1nc2cc(C(F)(F)F)ccc2n1C1CCN(CC(=O)N2CCOCC2)CC1 : -10	5	-2	-14	-4.8	-1.3	5	-2	-13
